Granule exo inh: lytic granule exocytosis inhibition; TALL-104 LAMP-1 surface exposure, flow cytometry; cells stimulated with thapsigargin and PMA; inhibition, % at 10 µM; hit rate 0.66% among 360,000; AID 651702;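 active = inhibition above about 55%, limit read from the data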
COUP-TFII inh: inhibitors of human COUP-TFII (NR2F2); P24468; HEK293T NGFI-A luciferase reporter, luminescence; inhibition, % at 8.6 µM; hit rate 0.7% among 370,000;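 active = inhibition above a per-plate cutoff, mean inhibition of test wells between control levels plus 3 SD, cut at about 38% in these data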;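 also: cells cotransfected with COUP-TFII expression vector driving the NGFI-A reporter; 0% = median of COUP-TF2 test wells and 100% = reporter-only cells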
LRH-1 inv ag: suppresses constitutive activity of human LRH-1. O00482. HEK293T StAR-luciferase reporter, LRH-1 transfected, 24 h. inhibition, % at 3.6 µM. hit rate 0.13% among 360,000;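 active = inhibition above the mean inhibition of all tested compounds plus 3 SD, cut at about 73% in these data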;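 also: 0% = DMSO wells and 100% = reporter-only cells lacking LRH-1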
TROY NFkB inh: TROY signaling inhibition; Q293 LMP1-TROYcd NF-kB luciferase reporter, 4 h; inhibition, % at 10 µM; hit rate 0.98% among 360,000; AID 1347056;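 active = compounds whose plate-normalised and pattern-corrected inhibition of the luciferase reporter signal at the single screening dose is 50% or more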
TLR9-MyD88 inh: blocks human TLR9 binding to MyD88 | Q9NR96+Q99836 | CHO BLA complementation TLR9-MyD88, CCF4 FRET ratio | inhibition, % at 4.98 µM | hit rate 0.21% among 340,000 | AID 504734;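 active = inhibition above the mean over all tested compounds plus 3 SD, cut at about 21% in these data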;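 also: 0% = DMSO only wells and 100% = clavulanate BLA inhibitor control wells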
Target sequence (Q99836 whole entry, looked up): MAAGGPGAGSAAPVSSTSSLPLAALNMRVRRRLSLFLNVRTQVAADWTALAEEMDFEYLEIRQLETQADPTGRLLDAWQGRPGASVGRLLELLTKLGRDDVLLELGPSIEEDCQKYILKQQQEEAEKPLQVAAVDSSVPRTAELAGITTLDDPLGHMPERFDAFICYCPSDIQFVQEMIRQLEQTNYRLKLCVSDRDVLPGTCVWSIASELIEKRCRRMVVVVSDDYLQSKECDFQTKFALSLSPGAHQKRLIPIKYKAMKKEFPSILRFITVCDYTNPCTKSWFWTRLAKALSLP
Target sequence (Q9NR96 whole entry, looked up): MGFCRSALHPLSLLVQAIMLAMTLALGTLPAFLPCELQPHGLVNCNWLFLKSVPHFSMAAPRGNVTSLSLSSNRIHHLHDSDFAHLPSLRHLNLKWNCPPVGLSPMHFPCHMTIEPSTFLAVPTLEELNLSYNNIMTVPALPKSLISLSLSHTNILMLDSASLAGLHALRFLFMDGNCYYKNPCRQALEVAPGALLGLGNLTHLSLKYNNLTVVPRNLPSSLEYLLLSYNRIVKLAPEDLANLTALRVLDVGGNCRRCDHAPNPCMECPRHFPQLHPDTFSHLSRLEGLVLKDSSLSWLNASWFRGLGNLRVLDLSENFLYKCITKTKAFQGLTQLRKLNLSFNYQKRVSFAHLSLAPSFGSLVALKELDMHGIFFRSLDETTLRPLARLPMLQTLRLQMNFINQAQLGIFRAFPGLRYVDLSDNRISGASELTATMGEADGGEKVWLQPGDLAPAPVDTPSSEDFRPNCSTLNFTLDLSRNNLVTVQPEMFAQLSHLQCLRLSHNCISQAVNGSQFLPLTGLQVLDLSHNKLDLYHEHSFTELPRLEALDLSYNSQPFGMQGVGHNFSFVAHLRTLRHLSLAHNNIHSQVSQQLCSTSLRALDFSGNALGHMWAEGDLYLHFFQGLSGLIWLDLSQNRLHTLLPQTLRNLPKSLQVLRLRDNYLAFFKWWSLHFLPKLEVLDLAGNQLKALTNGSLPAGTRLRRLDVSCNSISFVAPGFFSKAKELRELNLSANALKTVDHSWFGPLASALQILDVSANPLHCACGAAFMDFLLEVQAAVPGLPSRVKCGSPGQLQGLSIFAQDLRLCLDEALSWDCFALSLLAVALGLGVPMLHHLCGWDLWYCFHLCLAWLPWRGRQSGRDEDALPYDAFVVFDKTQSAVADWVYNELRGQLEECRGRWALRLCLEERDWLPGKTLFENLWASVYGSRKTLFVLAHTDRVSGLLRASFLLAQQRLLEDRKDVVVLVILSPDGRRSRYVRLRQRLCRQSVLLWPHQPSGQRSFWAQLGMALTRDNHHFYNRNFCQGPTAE
NCOA1 inh: inhibits human SRC1 coactivator. HEK293 GAL4-SRC1 luciferase reporter, luminescence. Q15788. AID 588354. hit rate 0.12% among 360,000. inhibition, % at 3.6 µM;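 active = inhibition above the campaign mean plus 3 SD, with each screening campaign given its own cutoff, cut at about 60% in these data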;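 also: 0% = DMSO treated cells and 100% = gossypol at 36 µM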
ABHD5-PLIN5 inh: ABHD5-PLIN5 protein interaction inhibition | hit rate 0.78% among 360,000 | Split G. princeps luciferase complementation, luminescence, 4 h | AID 602281 | Q00G26+Q8WTS1 | inhibition, % at 4 µM;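 active = inhibition above the mean inhibition across every tested compound plus 3 SD, cut at about 22% in these data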;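 also: 0% = DMSO only wells and the 100% control is not disclosed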
TWEAK-Fn14 inh: TWEAK-Fn14 signaling inhibition; inhibition, % at 10 µM; hit rate 2% among 360,000; TWEAK-stimulated Fn14 reporter cells, luciferase luminescence, 8 h; in the data active = inhibition above about 50%
NCOA3 inh: human NCOA3 inhibition; AID 588352; Q9Y6Q9; HEK293 GAL4-SRC3 luciferase reporter, luminescence; hit rate 0.17% among 360,000; inhibition, % at 3.6 µM;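 active = inhibition above a per-campaign cutoff, the mean of all compounds plus 3 SD, cut at about 60% in these data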;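 also: 0% = DMSO-treated cells and 100% = gossypol-treated cells at 36 µM; higher means less SRC3-driven luciferase light from the GAL4 reporter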
NOD2-RIPK2 inh: blocks binding of human NOD2 to RIPK2; inhibition, % at 4.98 µM; CHO BLA complementation NOD2-RIPK2, CCF4 ratio; hit rate 0.38% among 360,000; O43353; in the data active = inhibition above about 21%;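 also: 0% = vehicle only and 100% = reference blocker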
SRC2 inh: inhibits human steroid receptor coactivator 2. Q15596. HEK293 GAL4-SRC2 luciferase reporter, luminescence. inhibition, % at 9 µM. hit rate 0.17% among 370,000;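 active = inhibition above the mean inhibition of all tested compounds plus 3 SD, set per campaign, cut at about 52% in these data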;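 also: 0% = DMSO treated cells and 100% = cells given Gossypol at 36 µM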
* hit, by the source's call; · = not tested or not shown.

SMILES	Granule exo inh	COUP-TFII inh	LRH-1 inv ag	TROY NFkB inh	TLR9-MyD88 inh	NCOA1 inh	ABHD5-PLIN5 inh	TWEAK-Fn14 inh	NCOA3 inh	NOD2-RIPK2 inh	SRC2 inh
COc1ccc(CC(=O)NCc2ccccc2)cc1OC	-7	9	-15	-15	-12	16	-1	3	1	0	9
C/C(=N/NC(=O)CNC(=O)C1COc2ccccc2O1)c1cccc(O)c1 (stereo unspecified)	0	14	-10	-19	-12	-35	0	22	-14	-7	-5
Cc1cc(C)cc(NC(=O)CSc2nccn2Cc2ccco2)c1	11	-1	-2	-23	0	-45	-4	-6	-18	-1	-23
NC(=O)c1ccc[n+](CC(=O)OCCC23CC4CC(CC(C4)C2)C3)c1	1	-20	-30	13	-6	2	3	-7	3	-3	3
O=C(CSc1nc(=O)n2ccccc2n1)N1CCCc2ccccc21	-9	16	-14	-13	-6	-25	4	-14	6	-1	-3
Cc1cc(Br)c(NC(=O)COn2nnc3ccc(S(C)(=O)=O)cc32)c(Br)c1	0	-5	-18	9	5	0	4	-24	13	5	12
COc1cccc(NC(=O)Cn2c(=O)c3c(ncn3Cc3ccccc3)n(Cc3ccccc3)c2=O)c1	-6	-2	-21	11	-6	4	4	-19	3	-1	8
CC(=O)N1N=C(c2ccncc2)OC12CCCCCC2	-1	10	7	3	-8	-10	-5	-22	15	-9	1
CC(=O)N1CCN(S(=O)(=O)c2cccc(C(=O)Nc3ccc(C)cn3)c2)CC1	2	7	-36	-37	-5	-32	5	-10	-17	5	-12
COc1cc(C2C(Oc3ccccc3C)C(=O)N2Cc2ccc(F)cc2)cc(OC)c1OC (stereo unspecified)	-1	7	15	-52	-1	-10	-1	-25	16	-1	8
Cc1ccc(CONC(=O)/N=C/N(C)C)cc1	-11	-6	-14	0	3	-10	-2	-6	-2	-1	14
Cc1cn(C2C=CC(CO)O2)c(=O)[nH]c1=O (stereo unspecified)	-2	-14	11	6	-6	16	7	-1	20	-8	0
COc1cccc(/C(C)=N/NS(=O)(=O)c2ccc(Cl)cc2)c1	2	-15	9	-12	10	2	-1	0	8	2	18
O=C(Nc1nnc(CCc2ccccc2)s1)c1ccccc1	-4	-18	-85	-67	6	-46	-11	-15	-60	2	-43
CCN(CC(=O)N1CCN(C)CC1)S(=O)(=O)c1ccc(Cl)cc1	20	3	-3	-2	2	-13	8	1	7	-12	-15
O=C(C1CCCN1S(=O)(=O)c1cccc2cccnc12)N1CCN(c2ccccc2)CC1 (stereo unspecified)	6	10	20	-6	0	-3	8	-21	4	-5	-14
O=C1c2cc(S(=O)(=O)NCCCO)ccc2-c2ccc(S(=O)(=O)NCCCO)cc21	0	2	19	6	-1	-16	-5	2	-9	-2	-11
O=C(NCCO)c1cc2c([nH]c3ccccc32)c(-c2ccc(F)cc2)n1	34	-3	24	-2	-10	5	-3	-3	-23	-3	-34
COc1ccccc1NC(=O)COC(=O)c1ccc([N+](=O)[O-])s1	0	-26	2	1	5	-40	-1	10	12	2	21
CCOC(=O)CSc1nc(C)[nH]c1[N+](=O)[O-]	2	1	-8	-16	7	0	-3	11	11	2	-6
COc1cc(-c2cnc3c(NC=O)cc(-c4ccccc4)cn23)cc(OC)c1OC	9	-69	32	24	·	-38	1	19	10	9	0
CN(CC(=O)Nc1cccc2c1CCCC2)S(=O)(=O)c1ccc(Cl)cc1	-3	10	-15	-2	13	-13	5	-9	-2	4	-1
CCOC(=O)Nc1ccc2c(c1)N(C(=O)CN(CC)CC)c1ccccc1CC2	3	-42	10	-45	0	-11	4	1	6	-5	-5
Cc1nn2c(=O)c(NC(=O)c3ccc(Cl)cc3)cnc2s1	1	16	-10	-32	5	0	8	-15	8	-4	-11
CC(NC(=O)C(C(=O)c1cccc([N+](=O)[O-])c1)n1cc(Cl)ccc1=O)c1ccccc1 (stereo unspecified)	-6	2	18	3	-11	-17	-10	-1	2	-5	5
(list continues)
SMILES	Granule exo inh	COUP-TFII inh	LRH-1 inv ag	TROY NFkB inh	TLR9-MyD88 inh	NCOA1 inh	ABHD5-PLIN5 inh	TWEAK-Fn14 inh	NCOA3 inh	NOD2-RIPK2 inh	SRC2 inh
COc1ccc(CNC(=O)COC(=O)CC2CC3CCC2C3)cc1OC (stereo unspecified)	1	11	-11	3	3	-3	-7	8	25	-4	-22
CCC1CCC(N2CCN(c3cccc(OC)c3)CC2)CC1 (stereo unspecified)	9	-5	20	8	2	4	-7	0	-42	-8	-95
Cn1c(N)c(C(=O)COC(=O)COc2ccc(C#N)cc2)c(=O)n(C)c1=O	2	4	4	-6	6	-17	-5	13	-4	4	-21
CCOC(=O)c1ccc(CC(=O)c2oc3cc(O)ccc3c2C)o1	1	-28	22	4	6	-9	5	4	10	2	-25
Cc1cc(C)c(NC(=O)C(C)Sc2nc3ccc(N4C(=O)c5ccccc5C4=O)cc3s2)c(C)c1 (stereo unspecified)	0	14	2	-4	-3	5	-5	-5	4	-12	-10
COC(=O)c1c(NC(=O)COC(=O)CCNS(=O)(=O)c2ccccc2)sc(C)c1C	-3	-12	7	-23	0	4	5	-8	21	3	-16
COc1ccc(C(c2nnnn2C(C)(C)C)N2CCN(C/C=C/c3ccccc3)CC2)cc1 (stereo unspecified)	5	18	12	8	·	-11	-4	-8	-13	0	-5
COc1ccccc1NC(=S)N1CCCC1	-6	-5	1	-9	3	1	11	7	14	2	-2
COc1ccc(/C=N/NC(=O)c2cccc(NC(=O)c3ccccc3Cl)c2)cc1OC	6	0	19	-15	5	-5	1	-35	3	-8	-50
O=C(N/N=C/c1ccco1)C1(O)c2ccccc2-c2ccccc21	-3	-1	-2	-7	·	-4	-2	-2	16	-1	-29
O=C1c2ccccc2NC(c2cccc(O)c2)N1NS(=O)(=O)c1ccccc1 (stereo unspecified)	-1	-18	-5	22	3	-18	4	7	-1	-4	-26
CC(N=C1NS(=O)(=O)c2ccccc21)c1ccccc1 (stereo unspecified)	-10	-15	18	-7	9	3	-4	6	10	0	6
O=C(CCN1C(=O)COc2ccccc21)NCCCN1CCN(c2ccc(F)cc2)CC1	0	3	-15	4	-5	-8	-3	25	-7	-6	0
O[C@@H]1CN(Cc2cccs2)[C@@H](c2ccc(Cl)cc2)C[C@H]1n1cc(C2CC2)nn1	-3	12	7	-7	-3	-2	12	18	7	-3	4
Cc1ccccc1COc1ccc(/C=C(\C#N)C(N)=O)cc1	22	-30	-4	-33	7	-29	5	-3	-22	6	-29
COc1cc(C=C2C(=O)C=CC2=O)ccc1O	83*	1	6	-1	·	·	99*	11	·	66*	-44
COc1ccc(N2CC(C(=O)NCCc3c[nH]c4ccccc34)CC2=O)cc1 (stereo unspecified)	1	3	-13	-24	-1	-22	-5	7	11	-8	17
C[C@H](NC(=O)[C@H](Cc1ccccc1)n1c(=O)[nH]c2ccccc2c1=O)C(=O)N1CCC(C(=O)O)CC1	-2	3	8	-11	-3	0	-6	4	9	8	-38
CCOC(=O)c1cc(-c2ccc3c(c2)OCO3)nc2onc(C)c12	2	18	9	-43	-1	-7	5	-25	8	1	1
O=C(COC(=O)CCc1ccccc1)NNC(=O)c1ccccc1	-10	0	-7	-4	0	6	-8	0	-4	-11	-17
COc1ccccc1-c1nnc(SCC(=O)N2CCC(C)CC2)o1	11	4	2	0	6	-16	5	-6	-15	-6	-19
Cc1ccc(S(=O)(=O)N2CCN(C(=O)COC(=O)c3ncc(Cl)c(Cl)c3Cl)CC2)c(C)c1	-3	8	-3	10	-2	-6	1	-15	-4	11	13
O=C(NCCOCCOCCNC(=O)c1ccccc1)c1ccccc1	-2	-2	13	-18	-4	-5	-3	0	5	-9	-5
COc1ccc(S(=O)(=O)N2CCC(C(=O)N[C@H](C(=O)NCc3ccncc3)C(C)C)CC2)cc1	3	-3	-1	17	-2	-11	10	1	-11	0	14
O=c1[nH]cnc2sc3c(c12)CN(Cc1ccccc1)CC3	6	·	-2	1	-2	17	2	22	14	1	·
Nc1ccn([C@@H]2O[C@H](CNCc3cccc(OC4CCCC4)c3)[C@@H](O)[C@H]2O)c(=O)n1	2	5	-9	-17	7	-1	-1	-6	-21	1	-26
CCc1c(O)nc(SCC(=O)N(CC)CC)[nH]c1=O	-2	-17	-18	-6	-2	-8	3	8	8	6	-21
CC(/C=C/c1ccco1)=N\NC(=O)c1cccnc1	0	-11	-1	-1	2	-5	12	12	3	9	-38
NC(=O)c1sc2nc3c(cc2c1N)CCCCCC3	-10	-27	-72	11	-2	-28	-4	11	-21	-4	10

Part of the list above, with values under each structure.
Values in the order – Granule exo inh | COUP-TFII inh | LRH-1 inv ag | TROY NFkB inh | TLR9-MyD88 inh | NCOA1 inh | ABHD5-PLIN5 inh | TWEAK-Fn14 inh | NCOA3 inh | NOD2-RIPK2 inh | SRC2 inh
C[C@H](NC(=O)[C@H](Cc1ccccc1)n1c(=O)[nH]c2ccccc2c1=O)C(=O)N1CCC(C(=O)O)CC1
    -2 | 3 | 8 | -11 | -3 | 0 | -6 | 4 | 9 | 8 | -38
CCOC(=O)c1cc(-c2ccc3c(c2)OCO3)nc2onc(C)c12
    2 | 18 | 9 | -43 | -1 | -7 | 5 | -25 | 8 | 1 | 1
O=C(COC(=O)CCc1ccccc1)NNC(=O)c1ccccc1
    -10 | 0 | -7 | -4 | 0 | 6 | -8 | 0 | -4 | -11 | -17
COc1ccccc1-c1nnc(SCC(=O)N2CCC(C)CC2)o1
    11 | 4 | 2 | 0 | 6 | -16 | 5 | -6 | -15 | -6 | -19
Cc1ccc(S(=O)(=O)N2CCN(C(=O)COC(=O)c3ncc(Cl)c(Cl)c3Cl)CC2)c(C)c1
    -3 | 8 | -3 | 10 | -2 | -6 | 1 | -15 | -4 | 11 | 13
O=C(NCCOCCOCCNC(=O)c1ccccc1)c1ccccc1
    -2 | -2 | 13 | -18 | -4 | -5 | -3 | 0 | 5 | -9 | -5
COc1ccc(S(=O)(=O)N2CCC(C(=O)N[C@H](C(=O)NCc3ccncc3)C(C)C)CC2)cc1
    3 | -3 | -1 | 17 | -2 | -11 | 10 | 1 | -11 | 0 | 14
O=c1[nH]cnc2sc3c(c12)CN(Cc1ccccc1)CC3
    6 | · | -2 | 1 | -2 | 17 | 2 | 22 | 14 | 1 | ·
Nc1ccn([C@@H]2O[C@H](CNCc3cccc(OC4CCCC4)c3)[C@@H](O)[C@H]2O)c(=O)n1
    2 | 5 | -9 | -17 | 7 | -1 | -1 | -6 | -21 | 1 | -26
CCc1c(O)nc(SCC(=O)N(CC)CC)[nH]c1=O
    -2 | -17 | -18 | -6 | -2 | -8 | 3 | 8 | 8 | 6 | -21
CC(/C=C/c1ccco1)=N\NC(=O)c1cccnc1
    0 | -11 | -1 | -1 | 2 | -5 | 12 | 12 | 3 | 9 | -38
NC(=O)c1sc2nc3c(cc2c1N)CCCCCC3
    -10 | -27 | -72 | 11 | -2 | -28 | -4 | 11 | -21 | -4 | 10

This is a subset (hit frequency here may not be typical).
